Screens (PubChem BioAssay)
HTR2A ag: mouse HTR2A agonism via beta-arrestin recruitment | activation, % at 7.6 µM | AID 624169 | CHO-K1 mHTR2A beta-arrestin complementation, luminescence; percent of 30 µM serotonin response | 0.66% of 360,000 active;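 active = activation above a run cutoff, the mean activation of all tested compounds plus 3 SD, cut at about 14% in these data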;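 note: 0% = plate median of compound wells and 100% = 30 µM serotonin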
aDG glyco up: increases alpha dystroglycan glycosylation; 0.22% of 360,000 active; activation, % at 10 µM; Pro5-aDG cells, alpha-DG glycosylation AlphaScreen (IIH6); 0% Pro5, 100% B10-LARGE cell signal;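 active = activation of at least 8% versus controls, or a plate z-score of at least 8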;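 note: Pro5 are CHO cells carrying HIG-tagged alpha-DG that lacks glycosylation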
ABCB6 inh 2: inhibitors of human ABC transporter ABCB6. Q9NP58. K562-ABCB6 porphyrin accumulation, flow cytometry, 1 h; stronger effect = lower value. fluorescence ratio to DMSO, % at 10 µM. 0.19% of 360,000 active;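 active = fluorescence ratio to DMSO below 75%, the collection mean minus 3 SD; inconclusive = too few cells collected in the well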;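 note: signal is porphyrin accumulated inside mitochondria; 100% equals median channel fluorescence of DMSO control wells; lower ratio means ABCB6 inhibition with less porphyrin fluorescence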
PDI turbidity: inhibitors of human protein disulfide isomerase. P07237. PDI insulin aggregation turbidity, A650, 90 min. inhibition, % at 10 µM. 0.052% of 350,000 active;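 active = mean inhibition across replicates of 30% or more, whatever share of single replicates reach that level; inconclusive = mean inhibition below 30% while every single replicate reaches 30%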;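 note: absorbance from insulin aggregation driven by PDI reduction with DTT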
Target sequence (P07237 whole entry, looked up): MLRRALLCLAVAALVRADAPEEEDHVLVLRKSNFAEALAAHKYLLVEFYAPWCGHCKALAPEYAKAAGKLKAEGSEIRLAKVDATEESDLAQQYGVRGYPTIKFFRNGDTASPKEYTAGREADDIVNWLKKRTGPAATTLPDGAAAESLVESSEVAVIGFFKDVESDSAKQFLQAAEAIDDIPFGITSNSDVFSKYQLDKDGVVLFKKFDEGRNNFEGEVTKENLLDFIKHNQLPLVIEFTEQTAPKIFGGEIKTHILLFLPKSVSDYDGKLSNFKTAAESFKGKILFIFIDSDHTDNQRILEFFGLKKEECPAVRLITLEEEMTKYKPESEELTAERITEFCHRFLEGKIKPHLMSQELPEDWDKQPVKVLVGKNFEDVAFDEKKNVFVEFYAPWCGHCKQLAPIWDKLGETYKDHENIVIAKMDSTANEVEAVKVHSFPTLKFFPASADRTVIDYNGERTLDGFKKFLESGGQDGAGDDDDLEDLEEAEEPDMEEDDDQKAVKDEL
CaV13 ICDI inh: Primary screen for inhibitors of IQ motif and Ca2+-dependent inactivation inhibitor domain binding in CACNA1D, Förster resonance energy transfer in living cells, … | HEK cells, CFP/YFP FRET ICDI-IQ, plate reader, 10 min; percent FRET-ratio fall versus neutral wells | inhibition, % at 12.3 µM | 0.098% of 340,000 active | AID 743397;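 active = mean replicate inhibition of at least 30% and at least 1% of replicates passing that level; inconclusive = only one of the two criteria is met; inactive = neither criterion is met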;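 note: 0% = median of the neutral control wells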
Vif imaging: blocks HIV Vif function. HEK293T cells, Vif self-association by quenched fluorescence, imaging, 24 h. inhibition, % at 7.49 µM. 0.35% of 340,000 active; in the data active = inhibition above about 50%, passing the limit was not always enough; inconclusive = no clear call, values can overlap the other calls; inactive = below about 31%; note: some results filed as inactive read as strong as hits
MC4R antagonist: human MC4R antagonism in cAMP assay; MC4R-expressing cells, MTII-stimulated cAMP, LANCE TR-FRET; P32245; 0.48% of 360,000 active; inhibition, % at 6.5 µM; AID 540295;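 active = inhibition above its plate's cutoff, the mean of tested wells on that plate plus 3 SD, cut at about 29% in these data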;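 note: 0% = Melanotan II alone and 100% = Melanotan II plus saturating MCL0020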
Target sequence (P32245 whole entry, looked up): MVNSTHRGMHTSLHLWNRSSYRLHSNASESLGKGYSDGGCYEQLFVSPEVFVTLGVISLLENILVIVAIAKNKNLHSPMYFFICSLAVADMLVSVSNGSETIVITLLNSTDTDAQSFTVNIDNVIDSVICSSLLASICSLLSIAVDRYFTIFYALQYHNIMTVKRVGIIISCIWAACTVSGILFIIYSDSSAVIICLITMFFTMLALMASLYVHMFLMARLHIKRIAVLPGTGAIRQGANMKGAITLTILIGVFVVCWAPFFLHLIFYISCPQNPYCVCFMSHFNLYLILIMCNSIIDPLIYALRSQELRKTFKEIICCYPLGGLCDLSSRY
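Assay system: U2OS cells stably expressing human melanocortin 4 receptor (MC4R) / Dosing: 6.5 µM / Timing: compound 30 min, challenge 1 h, detection 1 h / Measured by: Eu-cAMP/anti-cAMP TR-FRET, emission 671 nm / Replicates: singlicate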
MC4R barr agon: activates human MC4R beta-arrestin recruitment; P32245; U2OS MC4R beta-arrestin complementation, luminescence; percent of melanotan II response, DMSO zero; activation, % at 8.9 µM; 0.98% of 360,000 active;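 active = activation above a per-plate cutoff, the mean activation of sample wells on that plate plus 3 SD, cut at about 8% in these data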
N-glyco inh: blocks N-linked glycosylation in D54 reporter cells; D54 ERlucT glycosylation luciferase reporter, 24 h; percent of 100 nM tunicamycin response; reporter increase, % at 12.5 µM; 0.23% of 360,000 active; AID 588692;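 active = mean luciferase reporter signal, scaled so untreated is 0 and the glycosylation-blocking control 100, at or above a set limit in every replicate; inconclusive = mean reaches the limit but not every replicate does; inactive = mean below the limit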;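 note: luciferase carries N-glycosylation sites so blocking glycosylation raises the light; 0% = median of neutral control wells and 100% = median of 100 nM tunicamycin wells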
Cardio protect: protects H9c2 cardiomyocytes from peroxide injury. H2O2 injury protection, ATPLite, 2 h. 0.63% of 360,000 active. protection from H2O2 cell death, % at 20 µM. AID 588492;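 active = compounds giving at least 50% protection of heart cells from peroxide-induced death in the single-dose screen, raw or plate-pattern-corrected value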;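 note: 0% = DMSO wells with peroxide and 100% = DMSO wells without peroxide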
Starred values were filed as active, the others as inactive; ? = inconclusive; . = no result given.

SMILES	HTR2A ag	aDG glyco up	ABCB6 inh 2	PDI turbidity	CaV13 ICDI inh	Vif imaging	MC4R antagonist	MC4R barr agon	N-glyco inh	Cardio protect
O=C(Nc1nc(-c2ccccc2)cs1)c1cccnc1	-3	0.0	99	-4	.	-12	13	-1.6	4	14
COc1cc(C(=O)OCC(=O)Nc2cc(C)on2)c([N+](=O)[O-])cc1OC	-1	-0.3	101	1	6	9	-9	-4.2	3	10
O=C(N/N=C\c1ccc([N+](=O)[O-])s1)C1COc2ccccc2O1 (stereo not drawn)	-3	5.4	108	3	.	-2	4	-1.6	1	2
COc1ccc(N2CCN(C(CNC(=O)C(=O)NCC3CCCO3)c3ccco3)CC2)cc1 (stereo not drawn)	0	0.0	236	-2	-5	-12	9	-0.4	0	4
CCN(CC)c1ccc(NC(=O)CSc2ccsc2[N+](=O)[O-])c(C)c1	-1	0.2	101	-16	-6	.	8	0.3	13	-12
CCc1nn(C(C)C(=O)N2CC(C)CC(C)C2)c(=O)c2cc3occc3n12 (stereo not drawn)	-2	-0.2	102	-7	-3	-9	-3	-2.0	1	2
CNc1ccc(-c2cc(OC)ccc2OC)cn1	3	-0.2	98	-1	-12	-7	-18	-2.0	0	0
Cn1c(N)c(C(=O)Nc2ccc3ccccc3c2)sc1=S	-1	0.0	95	-5	-9	3	5	-1.5	1	-6
CC(C)c1ccccc1NC(=S)NCc1nc2ccccc2[nH]1	1	-0.1	94	0	-1	-4	-1	-2.5	2	-6
O=C(Cn1nc(C(=O)O)c2ccccc2c1=O)Nc1cccc(S(=O)(=O)N2CCCCCC2)c1	3	0.1	92	14	-5	-7	11	-1.5	-2	-9
O=C(NCc1ccc(F)cc1)c1cc(C2CCCCN2C(=O)c2ccc(Cl)cc2)on1 (stereo not drawn)	15*	0.2	103	7	-6	0	10	2.4	-3	-15
COc1ccc(CC(=O)Nc2nnc(C(C)C)s2)cc1	1	0.2	100	-2	.	8	7	-0.2	4	-2
O=C(COC(=O)c1ccccc1NC(=O)c1ccco1)NC1CC1	-3	0.1	90	2	-7	-11	1	-0.6	1	-2
COCCNC(=O)C(c1ccccc1C)N(CCOC)C(=O)Cn1nnc2ccccc21 (stereo not drawn)	2	-0.1	88	7	-5	4	2	-1.6	0	-1
COc1cc(SC)ccc1C(=O)NCCOc1ccc(F)cc1	-7	0.5	97	-6	-13	2	12	-1.2	-7	-1
O=C(Cc1c(F)cccc1Cl)N1CCN(C(=O)c2ccco2)CC1	2	-0.1	104	-1	.	5	10	-1.2	-2	2
COc1cc(/C=N/NC(=O)COc2c(C)cc([N+](=O)[O-])cc2C)ccc1OC(=O)c1ccccc1	-1	0.3	102	7	-2	5	0	2.7	1	-8
COc1cc(NS(=O)(=O)c2c(C)oc3c(F)c(F)c(F)c(F)c23)cc(OC)c1OC	-2	0.0	101	1	-6	-7	17	-3.7	-1	-6
Cc1ccc(S(=O)(=O)N2CCN(C(=O)COC(=O)COc3ccc(Cl)c(C)c3)CC2)c(C)c1	2	0.3	93	14	-16	-10	0	2.1	-1	-5
COCC(C)n1c(C)cc(C(=O)COC(=O)c2c(NC(C)=O)sc(C)c2C)c1C (stereo not drawn)	4	-0.2	92	5	-6	-11	5	-0.2	-4	-7
C=CCN(c1ccccc1)S(=O)(=O)c1cccc(C(=O)NCC(c2ccccc2OC)N2CCCC2)c1 (stereo not drawn)	-7	0.6	98	-4	.	0	7	-3.7	-3	2
CCCCOc1nc(N)nc(-c2ccccc2)n1	-1	0.3	91	5	-3	2	-1	2.5	2	-5
CCOC(=O)C(C(=O)N(C)C)c1ncc(C(F)(F)F)cc1Cl (stereo not drawn)	19*	0.0	94	0	-4	-2	-6	4.2	-1	3
CC(C)CN1CCC(=O)N([C@H](CSc2ccc(Br)cc2)c2ccccc2)CC1	-4	0.0	92	-3	-6	-9	0	-2.5	-1	-16
CCn1c(=O)cc(N2CCOCC2)[nH]c1=O	-1	-0.2	98	-9	-36	1	-5	-1.9	1	0
C=CCOc1ccc(/C=C/C(=O)OCC(=O)N2CCN(S(=O)(=O)c3ccc(C)cc3C)CC2)cc1	5	0.0	90	5	-5	0	1	-0.1	-4	-11
Cc1cccc(N2CCN(C(=O)c3ccc(CNc4c(N5CCC(C)CC5)c(=O)c4=O)cc3)CC2)c1C	0	0.9	101	5	1	4	-2	0.8	1	-7
COc1ccc(-c2nn(C)c(=O)[nH]2)cc1	5	0.2	97	-3	8	-4	8	-1.9	0	0
COc1cccc(C(=O)NC(C)C(c2cccs2)N2CCN(C)CC2)c1 (stereo not drawn)	-12	0.2	97	5	-4	.	5	-1.9	-2	8
CCOC(=O)N/N=C/c1ccc(OC)c(O)c1	-3	-0.3	102	7	-5	.	-2	-1.2	2	-5
COc1ccc(C(c2nnnn2CS(=O)(=O)c2ccc(C)cc2)N2CCN(Cc3ccccc3)CC2)cc1 (stereo not drawn)	-3	-0.3	91	-6	.	.	4	-0.2	-1	-2
Cc1ccccc1OC(C)c1nc(-c2ccccc2)no1 (stereo not drawn)	4	0.0	99	-8	.	12	12	1.9	-2	-11
O=C(COC(=O)COc1ccccc1F)NCCc1ccc(F)cc1	5	-0.2	91	0	-5	19	10	-1.1	2	0
O=C(CN(c1ccc(Cl)cc1)S(=O)(=O)c1ccc(Cl)c([N+](=O)[O-])c1)NCCc1ccccc1	0	-0.3	96	0	12	10	19	-3.3	0	-19
FC(F)(F)Sc1ccc(NC(=S)NCc2ccccc2)cc1	4	0.1	91	8	-4	6	2	6.1	-2	-14
COc1cc(/C=N/NC(=O)c2cccc(C)c2)ccc1OCC(=O)Nc1ccccc1	5	0.5	105	3	-5	-4	12	-0.5	-4	47
CCOc1ccc(C(=O)NCC(c2ccco2)N2CCOCC2)cc1 (stereo not drawn)	-1	-0.2	95	-6	-5	11	1	-3.9	0	6
CC(=O)Nc1cccc(C(=O)N/N=C/c2c[nH]c3ccccc23)c1	1	0.1	110	-2	-19	-10	14	-1.3	0	-2
CCC(C)[C@H]1CNCCN1CCc1cc(C(F)(F)F)cc(C(F)(F)F)c1 (stereo partly drawn)	9	0.7	96	7	-5	5	3	3.8	-5	-12
On1nnc2ccc(C(F)(F)F)cc21	1	-0.2	104	0	-8	2	4	-2.2	2	6
CCN(CC(=O)Nc1c(F)cccc1F)C(=O)c1cccc(S(=O)(=O)N2CCN(c3ccccc3)CC2)c1	-1	0.5	93	-57	-6	-9	-1	-2.3	-2	-9
O=C(CN1C(=O)C2CC=CCC2C1=O)NCC1COc2ccccc2O1 (stereo not drawn)	-4	0.0	103	-2	-5	0	1	1.1	0	3
Cc1occc1-c1nnc(SCC(=O)NC(C)(C)C)n1CC(C)C	-1	-0.1	102	15	-7	-2	0	-4.0	0	0
CC1(O)N(Cc2ccccc2)C(=O)OC12CCCCC2 (stereo not drawn)	-1	0.1	92	-12	-7	.	15	0.3	-1	7
c1ccc(Nc2ccnc(Nc3ccccc3)n2)cc1	-1	0.4	96	1	-5	-17	3	2.0	-9	-8
COc1ccc(CC(=O)NCc2ccccn2)cc1OC	-1	0.0	94	-2	.	-2	1	-0.8	0	-4
CN1CCN(c2ccc(Cl)cc2NS(=O)(=O)c2ccccc2Cl)CC1	-7	0.0	97	-5	-4	1	3	0.0	-2	15
O=C(NCCN1CCOCC1)C1CCN(Cc2ccccc2O)CC1	-4	-0.2	95	6	-4	0	11	-0.2	0	4
CC(C)(CO)NC(=O)c1ccc2nc(Cc3cccc(Cl)c3)oc2c1	-7	0.0	99	-7	-2	-1	10	-1.7	-2	3
COc1ccc(/C=N/NC(=O)c2cccc(NC(C)=O)c2)c(C(=O)O)c1OC	2	-0.5	99	5	-4	-3	-3	1.5	0	4
Cc1cccc(NC(=O)[C@H](Cc2ccccc2)NC(=O)[C@@H]2Cc3ccccc3CN2)c1	-10	-0.1	102	12	-12	?	5	-0.8	2	0
Cc1nc2ncnn2c(C)c1CCC(=O)N1CCN(C(=O)c2ccco2)CC1	6	-0.1	98	-3	-6	1	11	-2.5	1	2
CCN(CCNC(=O)CN(C)S(=O)(=O)c1cccc2nsnc12)c1ccccc1	1	-0.3	101	-2	.	-5	7	0.9	-1	-1
CCCn1c(=O)c2sccc2n2c(CCCC(=O)NCc3cccnc3)nnc12	6	-0.3	107	-11	-3	0	-5	0.0	2	11
CCc1ccc(NC(=O)c2ccc3c(=O)n4c(nc3c2)CCCCC4)cc1	-3	0.3	99	6	-5	-1	6	-1.5	0	-4
CCCCCCCCN1C(=O)[C@H](CC(=O)NCc2ccc(OC)c(OC)c2)C[C@@]2(C(=O)OCC)CCCC=C12	-4	0.0	98	.	-6	.	.	.	.	.
COc1ccccc1/C=N/NC(=O)NC12CC3CC(CC(C3)C1)C2	1	0.0	96	5	-2	-2	-1	0.8	-1	-4
COc1cc(C(=O)NCCC(C)C)ccc1OCc1ccc(Cl)cc1Cl	-8	1.8	94	4	-4	3	6	0.9	-7	-2
COc1ccc(Cn2nnnc2C(c2cccs2)N2CCSCC2)cc1 (stereo not drawn)	-5	0.0	99	-12	-7	.	12	0.7	-3	-7
Cc1cccc(C)c1NC(=O)CN(C)C(=O)c1ccc(-c2cccc(C(F)(F)F)c2)o1	-3	0.6	99	0	-6	4	1	-1.3	-1	-2
Next structures follow:
SMILES	HTR2A ag	aDG glyco up	ABCB6 inh 2	PDI turbidity	CaV13 ICDI inh	Vif imaging	MC4R antagonist	MC4R barr agon	N-glyco inh	Cardio protect
Cc1nc(CNC(=O)c2cc(COc3ccc(F)cc3Cl)on2)cs1	-3	0.1	103	-3	4	-10	7	4.5	2	2
O=C(c1ccc(C(F)(F)F)cc1)C1CCCN(C(=O)CCc2cnccn2)C1 (stereo not drawn)	1	0.3	91	6	-5	-7	2	-0.3	2	2
C=CCOc1c(CNc2cccc(C(=O)O)c2)cccc1OC	0	0.0	100	1	0	.	0	-0.1	-6	0
CCCCOC(=O)Oc1ccc2c(=O)c(Oc3cc(C)cc(C)c3)coc2c1	0	-0.3	100	-4	-20	-3	-1	2.3	0	-6
CC(=O)N1CCC(C(=O)NCCOc2ccc(C)cc2)CC1	4	0.0	99	4	-4	9	8	0.2	2	-5
COc1ccc(NC(=O)CN(C)C(=O)CCCNC(=O)c2ccc(Cl)cc2)cc1	-10	-0.2	97	9	-3	-3	7	-2.0	1	0
CC(C)Oc1cccc(-c2cc(C(=O)N3CCN(S(C)(=O)=O)CC3)c3ccccc3n2)c1	-3	-0.2	87	7	-7	6	5	-1.2	-2	13

Single entries from above.
MC4R barr agon, `CC(C)CN1CCC(=O)N([C@H](CSc2ccc(Br)cc2)c2ccccc2)CC1` reads -2.5
N-glyco inh, `COc1cc(/C=N/NC(=O)COc2c(C)cc([N+](=O)[O-])cc2C)ccc1OC(=O)c1ccccc1` reads 1
